CXXC DNA block = MLL CXXC-DNA interaction inhibition; Q03164; MLL-CXXC / FITC-HOXA9 DNA fluorescence polarization; Potency, µM (doses to about 115 µM), without a hit: at the top dose activity change, negative = inhibition, usual class: inhibitors; hit rate 0.037% among 290,000; active = well fitted inhibition curve with a large enough effect in the polarisation, with a control signal flat, not every such curve was filed as active; inconclusive = small, poorly fitted or top-dose-only effect, or effect the other way, or a change in a side signal; inactive = no such curve, though single readings can be large or run the other way; the % refers to the polarisation; note: potency is the fitted concentration of half-maximal effect
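Steps: dispense CXXC domain solution (7 uM) → pin compounds or unlabeled HOX-A9 DNA control → 5 min ambient → add FLSN-HOX-A9 solution (50 nM) → spin → 30 min ambient → fluorescence polarization. Tris pH 7.5/NaCl/DTT/BSA buffer.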
TSHR antagonist = antagonists of human thyroid stimulating hormone receptor; P16473; TSHR-expressing cells, TSH-stimulated cAMP HTRF, 2 h; stronger effect = lower value; activity change, negative = inhibition, % at 11.5 µM; hit rate 0.2% among 330,000;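 active = activity change below a set negative limit, meaning inhibition stronger than a set level, cut at about -70% in these data; inconclusive = activity change between two set negative limits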; note: % is set by controls: 0 for no effect and ±100 for the full control effect
Target sequence (P16473 whole entry, looked up): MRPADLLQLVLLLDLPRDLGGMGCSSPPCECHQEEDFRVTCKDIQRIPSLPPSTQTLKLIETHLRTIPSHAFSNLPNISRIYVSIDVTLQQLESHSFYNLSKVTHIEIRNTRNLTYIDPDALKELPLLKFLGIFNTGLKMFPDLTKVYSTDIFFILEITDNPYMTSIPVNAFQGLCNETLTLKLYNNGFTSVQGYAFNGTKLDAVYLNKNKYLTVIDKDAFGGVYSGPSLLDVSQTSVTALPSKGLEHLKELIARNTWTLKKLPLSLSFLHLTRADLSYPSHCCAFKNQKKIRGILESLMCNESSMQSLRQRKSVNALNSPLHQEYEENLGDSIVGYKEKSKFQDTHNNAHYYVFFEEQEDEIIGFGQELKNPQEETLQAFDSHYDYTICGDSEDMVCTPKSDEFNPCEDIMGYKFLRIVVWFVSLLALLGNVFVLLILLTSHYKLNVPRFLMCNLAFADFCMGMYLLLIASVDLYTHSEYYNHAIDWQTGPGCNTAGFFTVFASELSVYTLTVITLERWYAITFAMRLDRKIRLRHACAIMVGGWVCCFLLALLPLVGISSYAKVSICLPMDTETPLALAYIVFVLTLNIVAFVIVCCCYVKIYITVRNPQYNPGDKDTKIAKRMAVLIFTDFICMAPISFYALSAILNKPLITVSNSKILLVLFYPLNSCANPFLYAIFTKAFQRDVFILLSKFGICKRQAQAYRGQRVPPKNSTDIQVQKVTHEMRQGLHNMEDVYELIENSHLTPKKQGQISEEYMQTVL
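Freshly harvested TSHR cells receive pin-tooled compound, then EC80 TSH at 4nM final. After 2 hours at 37 deg C, antibody in lysis buffer and cAMP-d2 are added; 30 minutes at ambient temperature precede the HTRF read.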
TCR activator = activators of T cell receptors; primary human leukocytes, anti-CD3, IL-2 HTRF, 48 h; 330,000 tested, under 10 active; Potency, µM (series often up to 9.22 µM), for inactives: at the highest dose activation of IL-2 secretion, hits mostly activators; note: % of control where 0% means no effect
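IL-2 release read by HTRF sandwich (Eu cryptate donor, d2 acceptor, 665 nm emission) after 48 hr exposure of primary human leukocytes to compound together with anti-CD3 beads in the absence of co-stimulatory signals.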
a7 integrin act = integrin-mediated muscular dystrophy alleviation activation; hit rate 0.064% among 350,000; Potency, µM (doses to about 38.3 µM), for the others: at the top dose activation, hits mostly activators; alpha7betagal myoblasts, beta-gal FDG fluorescence, 48 h;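 note: potency is the fitted concentration of half-maximal effect; 100% = response of the positive control SU9516; nearly all actives have a fitted effect of over 60% in size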
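Alpha7betagal+/- myoblasts (passage 13) were plated 16-24 hr, then exposed to compounds (1:260 dilution of DMSO stock) for 48 hours at 37C. After MPER lysis, β-galactosidase reporter activity was read as FDG fluorescence (ex 480/em 540) after 30 minutes.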
Menin-MLL TR inh = menin-MLL binding inhibition, Texas Red mutant peptide; hit rate 0.23% among 270,000; Potency, µM (highest dose often 61.6 µM), for the others: top-dose FP activity change, negative = inhibition, actives largely listed as inhibitors; Menin + Texas Red MLL mutant peptide, fluorescence polarization; O00255; active = well fitted inhibition curve with a large enough effect in the polarisation, with a control signal flat, not every such curve was filed as active; inconclusive = small, poorly fitted or top-dose-only effect, or effect the other way, or a change in a side signal; inactive = no such curve, though single readings can be large or run the other way; the % refers to the polarisation; note: potency is the fitted concentration of half-maximal effect; % of control where 0% means no effect; many of its hits are not listed in these tables
MBNL1-CUG inh = inhibitors of human MBNL1 binding to CUG repeat RNA; hit rate 0.036% among 280,000; TR-FRET MBNL1-His/biotin-(CUG)12 binding, 665/545 ratio; Potency, µM (doses to about 57.5 µM), inactives show at the highest dose activity change, negative = inhibition, most hits filed as inhibitors; Q9NR56; active = well fitted inhibition curve with a large enough effect in the signal ratio, with a control signal flat, not every such curve was filed as active; inconclusive = small, poorly fitted or top-dose-only effect, or effect the other way, or a change in a side signal; inactive = no such curve, though single readings can be large or run the other way; the % refers to the signal ratio; note: potency is the fitted concentration of half-maximal effect; % is set by controls: 0 for no effect and ±100 for the full control effect
Target sequence (Q9NR56 whole entry, looked up): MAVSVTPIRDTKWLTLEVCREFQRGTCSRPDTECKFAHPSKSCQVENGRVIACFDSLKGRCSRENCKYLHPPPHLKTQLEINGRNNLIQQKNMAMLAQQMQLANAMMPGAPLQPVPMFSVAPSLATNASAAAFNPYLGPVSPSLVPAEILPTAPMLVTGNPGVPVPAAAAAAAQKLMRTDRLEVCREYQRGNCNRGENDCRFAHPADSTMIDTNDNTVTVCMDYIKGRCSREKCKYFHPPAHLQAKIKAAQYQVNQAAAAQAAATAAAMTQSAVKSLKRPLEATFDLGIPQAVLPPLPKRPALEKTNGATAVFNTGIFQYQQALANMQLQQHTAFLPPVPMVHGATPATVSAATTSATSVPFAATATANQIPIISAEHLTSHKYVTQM
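Inhibition of protein-RNA binding appears as loss of TR-FRET between terbium anti-His antibody on MBNL1-His and streptavidin-XL665 on biotin-(CUG)12. Activity is normalized to buffer-only and uninhibited-complex controls.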
TSG101-PTAP inh = blocks PTAP/TSG101 interaction to inhibit HIV-1 budding; 340,000 tested, under 10 active; Q99816; Fluorescence polarization, FITC-PTAP peptide / Tsg101 binding; Potency, µM (titrated, usually from 115 µM), for the others: at the top dose activity change, negative = inhibition, most hits filed as inhibitors; active = well fitted inhibition curve with a large enough effect in the main read-out, with a control signal flat, not every such curve was filed as active; inconclusive = small, poorly fitted or top-dose-only effect, or effect the other way, or a change in a side signal; inactive = no such curve, though single readings can be large or run the other way; note: potency is the fitted concentration of half-maximal effect; % of control where 0% means no effect
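Steps: Tsg101 binding domain dispensed (10 uM final), compounds pinned in DMSO, FITC-labeled PTAP-motif peptide added (50 nM final); after 20 min binding at room temperature, polarization measured.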
S-ASM inh = human S-ASM enzyme inhibition. AID 504937. Potency, µM (highest dose often 57.5 µM), without a hit: top-dose activity change, negative = inhibition, hits mostly inhibitors. P17405. hit rate 0.006% among 340,000. placental ASM, HMU-PC fluorogenic substrate, 60 min; note: potency is the fitted concentration of half-maximal effect
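qHTS format. ASM enzyme prepared from human placenta hydrolyses the fluorogenic substrate HMU-PC0 (9 uM final) over 60 min at 37 °C after a 10 min compound preincubation.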
AT treatment = potential ataxia-telangiectasia treatment; hit rate 0.19% among 320,000; […] A-T fibroblasts, KAP-1 phosphorylation AlphaLISA; neocarzinostatin DNA damage 30 min before lysis; Potency, µM (top dose mostly 57.5 µM), for the others: at the highest dose activation, hits mostly activators; note: potency is the fitted concentration of half-maximal effect; % of control where 0% means no effect; nearly all actives have a fitted effect of over 45% in size
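ATM-like activity read as KAP-1 phosphorylation via AlphaLISA donor/acceptor antibody pairs after lysis and 6 hr at 25C. Cells were ATM-null patient fibroblasts ([…], hTERT), dosed 60 min, then exposed to the DSB inducer NCS for 30 min.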
Mito fusion act = mitochondrial division inhibition or fusion activation; S. cerevisiae fusion-defective mutant growth rescue, CellTiterGlo 48 h; AID 485298; hit rate 0.23% among 320,000; Potency, µM (titrated, usually from 46.1 µM), inactives show at the highest dose growth rescue (activation), actives largely listed as activators;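 note: potency is the fitted concentration of half-maximal effect; % of control where 0% means no effect; nearly all actives have a fitted effect of over 45% in size; temperature-sensitive fusion mutants such as fzo1-1 at 37 °C on non-fermentable ethanol glycerol medium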
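Temperature-sensitive fusion-defective S. cerevisiae (e.g. fzo1-1, mgm1-5) were grown with compound in YPEG medium (3% ethanol, 3% glycerol) for 48 hours at 37C. Growth rescue was measured as viability by CellTiterGlo luminescence after 10 minutes at ambient.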
* = called active by the depositor; [ ] = dose if it differs, or a comment. Unless noted, calls come from the whole dose curve; as a rule, active = well fitted curve in the direction sought with a large enough effect; inconclusive = small, poorly fitted or top-dose-only effect, or another doubt; inactive = no such curve, though single readings can be large; an effect the other way counts as inactive or inconclusive.

COc1ccc(C(=O)NN(C)c2nc(-c3ccccc3)nnc2C(F)(F)F)cc1 was read as CXXC DNA block -1.1%, TSHR antagonist -33.1, TCR activator 3.5%, a7 integrin act 2.3%, Menin-MLL TR inh inconclusive, MBNL1-CUG inh 4.4%, TSG101-PTAP inh -2.0%, S-ASM inh -1.1%, AT treatment 18.7% and Mito fusion act -5.1%.
O=C(O)c1nc(-c2ccccc2)n(-c2ccc(Cl)cc2)n1 was read as CXXC DNA block -10.9%, TSHR antagonist 17.1, TCR activator 7.5%, a7 integrin act -9.8%, Menin-MLL TR inh -0.5%, MBNL1-CUG inh -5.0%, TSG101-PTAP inh -3.8%, S-ASM inh 2.2%, AT treatment -1.3% and Mito fusion act 2.0%.
`COc1ccc2c(C)c(C(=O)N3CCN(Cc4ccccc4)CC3)oc2c1` gave CXXC DNA block -5.2%, TSHR antagonist -19.0, TCR activator -2.8%, a7 integrin act 30.0%, Menin-MLL TR inh -21.5%, MBNL1-CUG inh -11.3%, TSG101-PTAP inh -4.0%, S-ASM inh 2.6%, AT treatment inconclusive and Mito fusion act -1.9%.
O=C(Nc1ccc2c(c1)OCCO2)c1coc2ccccc2c1=O was read as CXXC DNA block -0.9%, TSHR antagonist 2.3, TCR activator -0.8%[46.1 µM], a7 integrin act -10.2%, Menin-MLL TR inh -3.7%, MBNL1-CUG inh -0.3%, TSG101-PTAP inh inconclusive, S-ASM inh 10.6%, AT treatment -3.5% and Mito fusion act -1.0%.
COc1ccc(OC)c(NS(=O)(=O)c2c(C)nc3sccn3c2=O)c1 was read as CXXC DNA block 0.3%, TSHR antagonist 9.5, TCR activator 3.1%, a7 integrin act 0.3%, Menin-MLL TR inh -10.4%, MBNL1-CUG inh -6.1%, TSG101-PTAP inh -8.3%, S-ASM inh -0.7%, AT treatment -3.8% and Mito fusion act -1.4%.
CC(=O)N1c2c(cc(Br)cc2S(=O)(=O)N2CCCCC2)CC1C (centres undefined) was read as CXXC DNA block 2.3%, TSHR antagonist 2.6, TCR activator 0.3%, a7 integrin act 0.0%, Menin-MLL TR inh -11.1%, MBNL1-CUG inh -0.5%, TSG101-PTAP inh -2.9%, S-ASM inh 2.7%, AT treatment 0.9% and Mito fusion act -7.9%.
`CCC(=O)Nc1c(S(=O)(=O)c2ccccc2)c2nc3ccccc3nc2n1C(C)c1ccccc1` (centres undefined) gave CXXC DNA block 18.3%, TSHR antagonist -0.6, TCR activator -8.9%, a7 integrin act inconclusive, Menin-MLL TR inh 5.0%, MBNL1-CUG inh inconclusive, TSG101-PTAP inh 5.8%, S-ASM inh inactive, AT treatment 5.8% and Mito fusion act inconclusive.
For Cc1ncoc1C(=O)NCc1ccccc1Cl the results were CXXC DNA block 0.9%, TSHR antagonist 1.7, TCR activator 3.7%, a7 integrin act -12.3%, Menin-MLL TR inh -0.3%, MBNL1-CUG inh 0.6%, TSG101-PTAP inh -1.2%, S-ASM inh -0.7%, AT treatment 4.5% and Mito fusion act -1.6%.
`Cc1ccc(C(=O)CSc2nnc(CNc3nc(-c4ccccc4)cs3)n2C)cc1` gave CXXC DNA block -1.5%, TSHR antagonist 10.4, TCR activator 0.1%, a7 integrin act 10.7%, Menin-MLL TR inh -0.8%, MBNL1-CUG inh 3.2%, TSG101-PTAP inh -11.5%, S-ASM inh -11.7%, AT treatment -15.9% and Mito fusion act 1.8%.
For CCOC(=O)C1CCN(C(=O)C(=O)Nc2ccc3nc4n(c(=O)c3c2)CCCCC4)CC1 the results were TSHR antagonist -17.0, TCR activator 7.0%, a7 integrin act 16.6%, Menin-MLL TR inh 7.6%, MBNL1-CUG inh -3.0%, TSG101-PTAP inh -3.9%, S-ASM inh -0.7%, AT treatment -2.6% and Mito fusion act -1.1%.
Screening O=S(=O)(Nc1ccc2c(c1)OCO2)c1cccs1 returned CXXC DNA block -1.3%, TSHR antagonist 5.8, a7 integrin act 15.5%, Menin-MLL TR inh 20.2%, MBNL1-CUG inh 1.3%, TSG101-PTAP inh -2.0%, S-ASM inh -1.1%, AT treatment 4.8% and Mito fusion act -4.9%.
O=C(NNc1ccccc1[N+](=O)[O-])Nc1ccccc1 was read as CXXC DNA block 10.0%, TSHR antagonist 6.9, TCR activator 0.8%, a7 integrin act -31.7%, Menin-MLL TR inh 10.0%, MBNL1-CUG inh inconclusive, TSG101-PTAP inh -6.7%, S-ASM inh -11.1%, AT treatment -2.1% and Mito fusion act -1.7%.
O=C(O)[C@@H]1CSC2(CCSC2)N1 (some centres undefined) was read as CXXC DNA block 5.0%, TSHR antagonist 0.3, Menin-MLL TR inh -0.5%, MBNL1-CUG inh -2.7%, AT treatment 9.2% and Mito fusion act 1.5%.
Screening Cc1ccccc1CN1N=C(/C=C/c2ccccc2)CCC1=O returned CXXC DNA block -9.9%, TSHR antagonist 1.7, TCR activator -1.0%, a7 integrin act -5.3%, Menin-MLL TR inh 4.5%, MBNL1-CUG inh inconclusive, TSG101-PTAP inh -3.3%, S-ASM inh -2.8%, AT treatment 2.2% and Mito fusion act 4.9%.
For COc1ccc(-c2cc(=Nc3ccc(C(=O)O)cc3)c3cc(C)ccc3o2)cc1 the results were CXXC DNA block 5.2%, TSHR antagonist -2.6, TCR activator 2.8%, a7 integrin act 0.2%, Menin-MLL TR inh -11.9%, MBNL1-CUG inh -10.5%, TSG101-PTAP inh -2.7%, S-ASM inh 17.8%, AT treatment 3.2% and Mito fusion act 7.1%.
O=C(c1ccccc1-c1nc2ccccc2[nH]1)N1CCCCC1 was read as CXXC DNA block 5.5%, TSHR antagonist 1.8, TCR activator -2.7%, a7 integrin act -1.3%, Menin-MLL TR inh 2.5%, MBNL1-CUG inh -6.3%, TSG101-PTAP inh -6.7%, S-ASM inh -0.3%, AT treatment 4.5% and Mito fusion act -1.6%.
For N#Cc1c(C(F)(F)F)cc(=O)[nH]c1SCC(=O)O the results were CXXC DNA block -0.2%, TSHR antagonist -10.4, TCR activator 4.0%, a7 integrin act 16.2%, Menin-MLL TR inh 15.5%, MBNL1-CUG inh 1.9%, TSG101-PTAP inh -4.7%, S-ASM inh 9.3%, AT treatment -5.2% and Mito fusion act 1.2%.
Screening CCOc1ccc(NCc2cc3cc(OC)ccc3[nH]c2=O)cc1 returned CXXC DNA block -5.4%, TSHR antagonist 19.6, TCR activator -1.4%, a7 integrin act -65.5%[inhibitor], MBNL1-CUG inh 3.8%, TSG101-PTAP inh -2.8%, S-ASM inh 0.7%, AT treatment -5.9% and Mito fusion act -2.2%.
Cc1ccc(C(=O)N/C(=C/c2ccco2)C(=O)N2CCOCC2)cc1 was read as CXXC DNA block 9.1%, TSHR antagonist -10.0, TCR activator 3.2%, a7 integrin act 19.4%, Menin-MLL TR inh -6.0%, MBNL1-CUG inh 10.0%, TSG101-PTAP inh -2.2%, S-ASM inh 4.3%, AT treatment -0.5% and Mito fusion act 4.8%.
`O=C(N/N=C/c1ccc[nH]1)c1ccccc1O` gave CXXC DNA block -0.6%, TSHR antagonist -5.3, TCR activator -13.2%, a7 integrin act -33.0%, Menin-MLL TR inh 30.0%[activator], MBNL1-CUG inh 3.1%, TSG101-PTAP inh -0.6%, S-ASM inh 11.7%, AT treatment 0.2% and Mito fusion act -0.9%.
For C[C@@H](O)c1nc2ccccc2n1N the results were CXXC DNA block 0.2%, TSHR antagonist -5.6, TCR activator 1.3%[46.1 µM], a7 integrin act 0.0%, Menin-MLL TR inh -13.5%, MBNL1-CUG inh 1.1%, TSG101-PTAP inh -0.1%, S-ASM inh 1.3%, AT treatment 14.1% and Mito fusion act 0.1%.
`COc1cccc(C(=O)N2CCN(Cc3ccccn3)CC2)c1` gave CXXC DNA block 6.7%, TSHR antagonist -4.4, TCR activator 6.2%, a7 integrin act 16.9%, Menin-MLL TR inh inconclusive, MBNL1-CUG inh -2.9%, TSG101-PTAP inh -5.3%, S-ASM inh -0.9%, AT treatment -1.8% and Mito fusion act 5.1%.
O=C(O)C1C2C=CC(C2)C1C(=O)NCCc1ccccc1 (centres undefined) was read as CXXC DNA block 1.6%, TSHR antagonist -4.8, TCR activator -5.1%, a7 integrin act 5.1%, Menin-MLL TR inh 0.5%, MBNL1-CUG inh 0.3%, TSG101-PTAP inh -3.8%, S-ASM inh -0.1%, AT treatment 4.9% and Mito fusion act -2.6%.
`CSC1=NCCN1C(=O)Cc1ccc(-c2ccccc2)cc1` gave CXXC DNA block -5.3%, TSHR antagonist 18.4, TCR activator 7.6%, a7 integrin act 7.6%, Menin-MLL TR inh 3.2%, MBNL1-CUG inh -3.2%, TSG101-PTAP inh 1.0%, S-ASM inh -1.9%, AT treatment 2.7% and Mito fusion act -2.7%.
Screening O=C(NCCCCCCNC(=O)c1cncc(O)c1)c1cncc(O)c1 returned CXXC DNA block 6.6%, TSHR antagonist 2.5, TCR activator 11.1%, a7 integrin act -2.3%, MBNL1-CUG inh 6.3%, TSG101-PTAP inh -6.9%, S-ASM inh -0.6%, AT treatment inconclusive and Mito fusion act 7.94µM*.

Some of the compounds tested, so the mix of outcomes need not match the whole.
